Integrin act MD = activates integrin-mediated alleviation for muscular dystrophy | Potency, µM (series often up to 38.3 µM), for inactives: at the highest dose activation, actives largely listed as activators | alpha7betagal myoblasts, beta-gal FDG fluorescence, 48 h | actives 0.064% (n = 350,000);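 further: potency means the concentration at half of the fitted maximal effect; 100% = response of the positive control SU9516; nearly all actives have a fitted effect of over 60% in size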
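Alpha7betagal+/- myoblasts (passage 13) were plated 16-24 hr, then exposed to compounds (1:260 dilution of DMSO stock) for 48 hours at 37C. After MPER lysis, β-galactosidase reporter activity was read as FDG fluorescence (ex 480/em 540) after 30 minutes.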
BRCA1 expr act = activators of BRCA1 expression; Potency, µM (top dose mostly 46.1 µM), for the others: top-dose activation, actives largely listed as activators; AID 624202; actives 1.1% (n = 380,000); MCF7-BRCA1-FFLuc reporter, luminescence, 48 h; response scale: scaled: vehicle 0%, 10 µM genistein 100%; further: potency means the concentration at half of the fitted maximal effect; nearly all actives have a fitted effect of over 80% in size; some results filed as inactive show a strong effect at the top dose
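Luminescence from a BRCA1-driven firefly luciferase in MCF7 cells was read after 48 h compound exposure at 37 C. Data normalized against DMSO and a 10microM genistein activation control, then curve-fitted across the titration.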
PTAP TSG101 blk = blocks PTAP/TSG101 interaction to inhibit HIV-1 budding; Q99816; 340,000 tested, under 10 active; AID 493005; Fluorescence polarization, FITC-PTAP peptide / Tsg101 binding; Potency, µM (titrated, usually from 115 µM), for inactives: at the top dose activity change, negative = inhibition, hits mostly inhibitors; active means well fitted inhibition curve with a large enough effect in the main read-out, with a control signal flat, not every such curve was filed as active; inconclusive means small, poorly fitted or top-dose-only effect, or effect the other way, or a change in a side signal; inactive means no such curve, though single readings can be large or run the other way; further: potency means the concentration at half of the fitted maximal effect; % of control where 0% means no effect
Target sequence (Q99816 whole entry, looked up): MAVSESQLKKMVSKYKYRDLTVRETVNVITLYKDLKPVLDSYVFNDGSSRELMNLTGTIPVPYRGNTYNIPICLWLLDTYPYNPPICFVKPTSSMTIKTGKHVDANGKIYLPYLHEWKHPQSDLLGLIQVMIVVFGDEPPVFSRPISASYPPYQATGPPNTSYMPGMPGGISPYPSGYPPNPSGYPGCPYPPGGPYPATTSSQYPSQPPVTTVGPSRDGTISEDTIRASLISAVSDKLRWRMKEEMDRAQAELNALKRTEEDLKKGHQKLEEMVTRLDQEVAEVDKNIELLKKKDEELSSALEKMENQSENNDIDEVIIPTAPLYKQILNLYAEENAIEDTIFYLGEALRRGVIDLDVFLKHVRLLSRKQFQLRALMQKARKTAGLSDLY
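Fluorescence anisotropy tracks displacement of a FITC-tagged PTAP peptide (50 nM) from the Tsg101 binding domain (10 uM), following a 20 min room-temperature incubation at pH 7.5.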
AT treatment = potential ataxia-telangiectasia treatments restoring KAP-1 phosphorylation. AID 485349. […] A-T fibroblasts, KAP-1 phosphorylation AlphaLISA; neocarzinostatin DNA damage 30 min before lysis. actives 0.19% (n = 320,000). Potency, µM (titrated, usually from 57.5 µM), for the others: at the top dose activation, usual class: activators; further: potency means the concentration at half of the fitted maximal effect; % of control where 0% means no effect; nearly all actives have a fitted effect of over 45% in size
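ATM-like activity read as KAP-1 phosphorylation via AlphaLISA donor/acceptor antibody pairs after lysis and 6 hr at 25C. Cells were ATM-null patient fibroblasts ([…], hTERT), dosed 60 min, then exposed to the DSB inducer NCS for 30 min.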
p53 reactivator = mutant p53 re-activation in reporter cells | H1299 p53-A138V BP100-luciferase reporter, luminescence, 24 h | actives 0.063% (n = 320,000) | Potency, µM (highest dose often 92.2 µM), without a hit: top-dose activity change, positive = activation, actives largely listed as activators | AID 504706; further: potency means the concentration at half of the fitted maximal effect; % of control where 0% means no effect; nearly all actives have a fitted effect of over 45% in size
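H1299 (p53-null), stable ts p53-A138V + BP100-Luc; 1000 cells/well, Opti-MEM/10% FBS; cpd 4 pt, 1:5; 24 h, 37 deg C, 5% CO2; detection reagent 10 min RT; luminescence.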
ELG1 DNA repair = blocks ELG1-dependent DNA repair in HEK293T cells. HEK293T ELG1-luciferase reporter, luminescence, 16 h; DNA damage induced by 5-fluorouridine. Potency, µM (doses to about 46.1 µM), for inactives: top-dose activity change, negative = inhibition, actives largely listed as inhibitors. actives 2.3% (n = 330,000); further: potency means the concentration at half of the fitted maximal effect; on the % scale 0 is the no-effect control and ±100 the full control effect; nearly all actives have a fitted effect of over 55% in size
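HEK293T cells expressing luciferase-tagged ELG1 (2,000/well) received 5-Fluorouridine plus compound or DMSO for 16 hr at 37 °C. Luciferase was read by ONE-Glo luminescence after 30 min at room temperature.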
TRPV1 agonist = human TRPV1 agonism; Q8NER1; TRPV1-expressing cells, Fluo-8 calcium influx, agonist mode; activation, % at 8.33 µM; actives 0.19% (n = 320,000); AID 540275; in the data active means activation above about 80%; inconclusive means between about 30% and that limit; further: 0% is about no effect
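Fluo-8 calcium influx in TRPV1-expressing cells, kinetic read (ex 480/em 520 nm). Compound added and read 3 min for agonist activity, followed by capsaicin at EC20 final and 2 min further read for enhancement.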
TCR act = activators of T cell receptors | primary human leukocytes, anti-CD3, IL-2 HTRF, 48 h | Potency, µM (doses to about 9.22 µM), for inactives: top-dose activation of IL-2 secretion, most hits filed as activators | 330,000 tested, under 10 active | AID 504894; further: % of control where 0% means no effect
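Primary human leukocytes receive a-CD3 beads and test compound and are incubated 48 hr. Secreted IL-2 is then assayed by HTRF, measuring 665nm acceptor emission after 320nm excitation of the europium donor.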
CXXC DNA block = MLL CXXC-DNA interaction inhibition; actives 0.037% (n = 290,000); AID 2662; MLL-CXXC / FITC-HOXA9 DNA fluorescence polarization; Potency, µM (doses to about 115 µM), inactives show top-dose activity change, negative = inhibition, most hits filed as inhibitors; Q03164; active means well fitted inhibition curve with a large enough effect in the polarisation, with a control signal flat, not every such curve was filed as active; inconclusive means small, poorly fitted or top-dose-only effect, or effect the other way, or a change in a side signal; inactive means no such curve, though single readings can be large or run the other way; the % refers to the polarisation; further: potency means the concentration at half of the fitted maximal effect
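Steps: dispense CXXC domain solution (7 uM) → pin compounds or unlabeled HOX-A9 DNA control → 5 min ambient → add FLSN-HOX-A9 solution (50 nM) → spin → 30 min ambient → fluorescence polarization. Tris pH 7.5/NaCl/DTT/BSA buffer.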
B2AR arrestin = agonists driving beta-arrestin recruitment to human beta2-adrenergic receptor. P07550. beta-arrestin recruitment to beta2AR, cell-based reporter. Potency, µM (titrated, usually from 46.1 µM), for the others: at the highest dose activation, most hits filed as activators. actives 0.02% (n = 330,000);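 further: potency means the concentration at half of the fitted maximal effect; 0% = DMSO controls and full agonism = EC100 isoproterenol or metaproterenol; nearly all actives have a fitted effect of over 65% in size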
Target sequence (P07550 whole entry, looked up): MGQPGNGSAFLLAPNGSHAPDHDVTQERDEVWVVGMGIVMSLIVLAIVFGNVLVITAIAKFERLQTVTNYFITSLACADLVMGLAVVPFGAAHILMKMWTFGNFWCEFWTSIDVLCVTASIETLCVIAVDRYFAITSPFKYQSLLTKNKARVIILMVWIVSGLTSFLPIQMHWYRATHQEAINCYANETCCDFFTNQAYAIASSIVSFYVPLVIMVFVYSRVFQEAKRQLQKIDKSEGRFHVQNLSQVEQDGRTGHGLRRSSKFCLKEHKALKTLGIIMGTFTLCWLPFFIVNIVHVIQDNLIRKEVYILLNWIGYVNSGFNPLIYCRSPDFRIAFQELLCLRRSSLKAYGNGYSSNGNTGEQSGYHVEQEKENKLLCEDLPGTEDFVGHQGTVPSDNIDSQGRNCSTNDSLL
* = called active by the depositor; ? = inconclusive; / = not tested or not shown; & = joins results of further samples; [ ] = remark or other dose. Unless noted, the call rests on the fitted dose curve; in most records, active means well fitted curve in the direction sought with a large enough effect; inconclusive means small, poorly fitted or top-dose-only effect, or another doubt; inactive means no such curve, though single readings can be large; an effect the other way counts as inactive or inconclusive.

Molecule	Integrin act MD	BRCA1 expr act	PTAP TSG101 blk	AT treatment	p53 reactivator	ELG1 DNA repair	TRPV1 agonist	TCR act	CXXC DNA block	B2AR arrestin
COC(=O)c1ccc(CSc2nc3ccc(S(=O)(=O)N4CCOCC4)cc3[nH]2)cc1	?	-20%	-2%	3%	-16%	-9%	?	11%[46.1 µM]	8%	-0.4%
C=CCn1c(SCC(=O)NCC(c2ccccc2)N(C)C)nnc1C1CCCCC1 (stereo unspecified)	21%	-7%	-1%	6%	-2%	18%	2	60%	/	0.3%
COc1cc(C(=O)NCc2nnc(SCC(=O)NC3CCCC3)o2)cc(OC)c1OC	0%	2%	-1%	4%	-5%	?	-1	-17%	20%	5.0%
CNC[C@H](O)c1cccc(O)c1	/	12%	-1%	-4%	1%	8%	3	-9%	-4%&-15%&1%	/
CCN(C#N)c1nc(NC(C)C)nc(NC(C)C)n1	-13%	-19%	-2%	-11%	-5%	7%	3	6%	5%	-0.1%
Cc1cccc(-c2c3c(=O)n(C)c(=O)n(C)c3cn2C2CCCCC2)c1	11%	-31%	-10%	-1%	-6%	?	12	-8%	2%	-0.3%
O=C(O)CCN1C(=O)/C(=C\c2cccc(OCC(=O)Nc3ccc(Cl)cc3)c2)SC1=S	0%	-27%	-6%	3%	15%	?	17	5%	?	-0.3%
Cc1ccc(NC(=O)CSCC(=O)NCCc2ccccn2)c(C)c1	13%	2%	2%	-4%	-2%	7%	-2	-37%	-6%	-0.9%

2 entries picked at random from the list so far:
Molecule	Integrin act MD	BRCA1 expr act	PTAP TSG101 blk	AT treatment	p53 reactivator	ELG1 DNA repair	TRPV1 agonist	TCR act	CXXC DNA block	B2AR arrestin
COC(=O)c1ccc(CSc2nc3ccc(S(=O)(=O)N4CCOCC4)cc3[nH]2)cc1	?	-20%	-2%	3%	-16%	-9%	?	11%[46.1 µM]	8%	-0.4%
C=CCn1c(SCC(=O)NCC(c2ccccc2)N(C)C)nnc1C1CCCCC1 (stereo unspecified)	21%	-7%	-1%	6%	-2%	18%	2	60%	/	0.3%

Remaining list, next part.
Molecule	Integrin act MD	BRCA1 expr act	PTAP TSG101 blk	AT treatment	p53 reactivator	ELG1 DNA repair	TRPV1 agonist	TCR act	CXXC DNA block	B2AR arrestin
CC(C)(C)OC(=O)[C@H](Cc1ccccc1)NC(=O)c1nc[nH]c1C(=O)N1CCNCC1	-3%	0%	0%	1%	-1%	15%	/	-5%	/	0.2%
Cc1ccc2[nH]c(=O)c(CN(Cc3ccco3)C(=O)c3ccncc3)cc2c1	-3%[7.66 µM]	-85%[inhibitor]	-5%	-7%	23%	?	0	-3%	-7%	-0.2%
CC1CCCCC1NC(=S)Nc1ccc(Cl)cc1Cl (stereo unspecified)	5%	2%	-1%	5%	-1%	-10%	18	-9%	16%	-0.3%
Cc1ccc(N(CC(=O)NC(C)c2ccccc2)S(=O)(=O)c2cccs2)cc1 (stereo unspecified)	24%	-13%	-9%	0%	0%	2%	1	4%	-5%	0.3%
CN(C(=O)COC(=O)c1cc(-c2ccc(Cl)s2)nc2ccccc12)C1CCS(=O)(=O)C1 (stereo unspecified)	7%	-58%	0%	8%	2%	-10%	5	15%	5%	-0.3%
Cn1c(=O)c(=O)n(C)c2cc(S(=O)(=O)Nc3ccc4c(c3)OCCO4)ccc21	-29%	-19%	-2%	4%	9%	?	0	-3%	11%	-0.1%
CCC(C)c1ccc(OCCN2CCCC2)cc1 (stereo unspecified)	-47%[inhibitor]	0%	-2%	/	1%	0%	0	-5%	3%	-0.3%
O=C(Cn1cc2c(n1)CCCC2)NCCc1ccccc1	5%	0%	-7%	4%	14%	?	1	4%[46.1 µM]	2%	-0.7%
O=C(O)c1cccc(S(=O)(=O)Nc2cccc(S(=O)(=O)Nc3ccc(Br)cc3)c2)c1	1%	-1%	-3%	0%	1%	3%	-2	-4%	/	-0.5%
Cc1ccc(S(=O)(=O)O/N=C2\CCCc3ccccc32)cc1	17%	-14%	-1%	1%	5%	2%	1	10%	10%	-0.1%
Cc1cc(OCC(=O)OCC(=O)N(C)Cc2ccccc2C)ccc1Cl	44%	6%	-4%	3%	5%	8%	25	7%	/	0.1%
O=CN1CCc2scc[n+]2-c2ccccc21	-6%	2%	-7%	-3%	11%	-19%	0	0%[46.1 µM]	-6%	-1.6%
CCOC(=O)C1(Cc2ccc(OC)cc2)CCN(C(=O)CN2CCN(CC)CC2)CC1	5%	12%	-6%	1%	1%	15%	0	4%	-8%	0.0%
S=C(NCc1cccnc1)Nc1ccc(Oc2ccccc2)cc1	23%	-4%	-5%	2%	7%	?	?	-3%	-7%	-0.2%
COc1ccc(OC)c(C(C(=O)NC2CCCCC2)N(C(=O)c2snc(C(N)=O)c2N)c2ccccc2OC)c1 (stereo unspecified)	?	-40%	-1%	-1%	-4%	-11%	-3	-11%	6%	-0.3%
CCOC(=O)C1CCCN(C(=O)c2cc3ccc(OC)cc3[nH]2)C1 (stereo unspecified)	-5%	49%	-7%	14%	14%	1%	-2	-3%	0%	-0.2%
O=C(O)c1cccc(Nc2c([N+](=O)[O-])c(=O)oc3ccccc23)c1	-7%	?	0%	-9%	13%	?	/	-1%	-2%	-0.7%
CCn1cc(/C=C/c2cc[n+](C)cc2)c2ccccc21	-67%[inhibitor]	-70%	?	3.2µM*	-6%	2.9µM*	-7	4%	?	-0.8%
CC(C)Oc1ccc(C(=O)Nc2nnc(SCC(=O)N3CCOCC3)s2)cc1	7%	-54%	-3%	1%	48%	?	-2	0%[46.1 µM]	0%	0.0%
O=C(N=C1SC2CS(=O)(=O)CC2N1Cc1ccccc1Cl)C1CCCO1 (stereo unspecified)	0%	13%	-4%	7%	3%	7%	-1	-4%	2%	-0.5%
CN(CC(=O)Nc1ccc(F)c(F)c1F)C(=O)CCCSc1nc2ccccc2[nH]1	23%	-6%	-3%	-6%	0%	2%	1	-5%	/	-0.1%
CC(C)CC(COCc1ccc(C(F)(F)F)cc1)N1CCN(C(=O)c2ccc(C(F)(F)F)cc2)CCC1=O (stereo unspecified)	-10%	-48%	-7%	-21%	0%	-4%	?	1%	-4%	-0.6%
O=C(Nc1ccccc1)C1=C[C@@H](c2ccc(C(F)(F)F)cc2)C[C@@H](OCCCCO)O1	-1%	-14%	3%	/	/	/	/	-4%	/	/
CCC(CC)C(=O)N1CC(=O)Nc2ccc(F)cc2C1c1ccccc1 (stereo unspecified)	1%	-2%	4%	-6%	-6%	?	5	-2%	0%	-1.0%
CCCCC(=O)N/N=C/c1sccc1C	6%	32%	0%	2%	1%	29%	-3	-1%[46.1 µM]	3%	-0.1%
CCCN(CC(=O)Nc1ccccc1OC)C(=O)CNC(=O)c1ccc(C)s1	-9%	-15%	-3%	/	/	/	/	0%	/	/
CCOc1ccccc1CN1CCC(CO)(CCOc2ccccc2)CC1	-5%	-14%	1%	-6%	-3%	9%	1	4%	-9%	0.1%
CCOC(=O)Cn1c(=O)c2c(nc(Br)n2Cc2ccc(Cl)cc2)n(C)c1=O	5%	-18%	0%	9%	6%	?	2	7%	3%	-0.3%
O=C(COc1ccc(Cl)cc1)NCC(=O)N/N=C/c1cccs1	16%	1%	-2%	-3%	3%	-11%	-4	10%	6%	-0.3%
COc1ccc(OC)c(C(c2c(C)[nH][nH]c2=O)c2c(C)[nH][nH]c2=O)c1	-24%	-4%	1%	3%	-2%	-13%	0	4%	10%	-0.6%
Cc1ccc(C(CC(=O)NCCCN(C)C)c2ccc(OC(C)C)cc2)cc1 (stereo unspecified)	-71%[inhibitor]	-3%	-4%	11%	-8%	15%	4	11%	6%	-0.4%
Cc1nc([N+](=O)[O-])c(Br)n1CC(=O)c1ccc(Br)cc1	-60%[inhibitor]	-71%	-5%	0%	-8%	0%	6	-2%	7%	0.1%

Sorted by the number under PTAP TSG101 blk (smallest number first): 5 of the compounds above.
canonical_smiles,PTAP TSG101 blk
Cc1nc([N+](=O)[O-])c(Br)n1CC(=O)c1ccc(Br)cc1,-5%
Cc1ccc(C(CC(=O)NCCCN(C)C)c2ccc(OC(C)C)cc2)cc1 (stereo unspecified),-4%
CCCN(CC(=O)Nc1ccccc1OC)C(=O)CNC(=O)c1ccc(C)s1,-3%
CCCCC(=O)N/N=C/c1sccc1C,0%
CCOc1ccccc1CN1CCC(CO)(CCOc2ccccc2)CC1,1%

Not a hit list. Share with any hit: about 3.8%.
